Screening data from PubChem BioAssay.
Tb PYK inh: qHTS of Trypanosoma Brucei Inhibitors | Potency, µM (top dose mostly 76.8 µM), for inactives: at the top dose activity, negative = inhibition, most hits filed as inhibitors | pyruvate kinase (Trypanosoma brucei), Q57TT1 | 0.12% of 410,000 active | AID 624173, 2012 | TbPYK enzyme, Kinase-Glo Plus ATP luminescence, 45 min; also: potency is read from the fitted curve at half-maximal effect; % is scaled to controls: 0 for no effect and ±100 for the full control effect; nearly all actives have a fitted effect of over 50% in size
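T. brucei PYK with substrate was exposed to pin-transferred compounds across a concentration series, then started with 130 uM ADP (final). After 45 min at room temperature, Kinase-Glo Plus luminescence was read, normalized and curve-fitted.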
CHX counter: Cycloheximide Counterscreen for Small Molecule Inhibitors of Shiga Toxin. cell reporter, cycloheximide protein synthesis inhibition counterscreen. max response, %. 12% of 300,000 active. AID 2314, 2010; in the data active = max response mostly above about 13%, no sharp cut-off; inactive = mostly below about 14%; also: read at 38.3 µM for the half of the compounds with a filed dose; 0% is about no effect
LmPK inh: qHTS Assay for Inhibitors of Leishmania Mexicana Pyruvate Kinase (LmPK) | Q27686 | purified LmPK, Kinase-Glo ATP luminescence, 1 h | Potency, µM (doses to about 57.5 µM), for inactives: top-dose activity change, negative = inhibition, usual class: inhibitors | 0.37% of 290,000 active; also: potency is read from the fitted curve at half-maximal effect; % is scaled to controls: 0 for no effect and ±100 for the full control effect
Target sequence (Q27686 whole entry, looked up): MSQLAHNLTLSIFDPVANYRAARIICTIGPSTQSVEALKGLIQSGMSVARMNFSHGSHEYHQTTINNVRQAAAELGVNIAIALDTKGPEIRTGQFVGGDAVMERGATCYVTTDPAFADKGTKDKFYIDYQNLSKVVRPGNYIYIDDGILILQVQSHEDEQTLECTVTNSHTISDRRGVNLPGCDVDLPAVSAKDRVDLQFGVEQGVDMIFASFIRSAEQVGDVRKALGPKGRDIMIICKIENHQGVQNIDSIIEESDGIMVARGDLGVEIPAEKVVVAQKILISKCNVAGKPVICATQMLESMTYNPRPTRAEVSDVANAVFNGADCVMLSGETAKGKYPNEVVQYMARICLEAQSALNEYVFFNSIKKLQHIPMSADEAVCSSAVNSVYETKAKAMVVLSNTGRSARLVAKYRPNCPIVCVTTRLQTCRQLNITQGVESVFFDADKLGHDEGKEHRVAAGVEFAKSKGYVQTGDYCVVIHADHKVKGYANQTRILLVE
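ATP generated from ADP (0.1 mM) and PEP (0.5 mM) by 0.1 nM LmPK over 1 h at room temperature (pH 7.2 imidazole buffer) was detected by coupled luciferase luminescence. Values were normalized to uninhibited and no-enzyme wells.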
Pf growth 96h: Primary qHTS for delayed death inhibitors of the malarial parasite plastid, 96 hour incubation | AID 504834, 2011 | P. falciparum luciferase reporter growth, 96 h | 6.9% of 320,000 active | Potency, µM (series often up to 28.7 µM), inactives show top-dose activity change, negative = inhibition, actives largely listed as inhibitors; also: potency is read from the fitted curve at half-maximal effect; % is scaled to controls: 0 for no effect and ±100 for the full control effect
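Infected RBCs, 2% Hct / 0.05% parasitemia final; luciferase-reporter P. falciparum; cpd 96 h, 37 C, 5% CO2; luciferase detection reagent; luminescence.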
HCV inh: qHTS Assay for Inhibitors of Hepatitis C Virus (HCV); Huh7.5.1 HCVcc-Cre infection, luciferase reporter, 44 h; Potency, µM (doses to about 41.8 µM), inactives show top-dose activity change, negative = inhibition, most hits filed as inhibitors; 3.4% of 340,000 active; AID 651820, 2012; also: potency is read from the fitted curve at half-maximal effect; % is scaled to controls: 0 for no effect and ±100 for the full control effect
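Cells seeded at 1,000/well and cultured 4 h, then compounds added followed by HCVcc-Cre virus (~0.5 moi). After 44 h further culture, luciferase substrate was added, plates held 15 min at room temperature, and luminescence read for 15 sec.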
Shiga toxin inh: A qHTS for Small Molecule Inhibitors of Shiga Toxin. inhibition, % at 38.7 µM. AID 2315, 2010. Vero cells, Shiga toxin protein synthesis inhibition reporter. 9.2% of 290,000 active; in the data active = inhibition mostly above about 28%, no sharp cut-off; inactive = mostly below about 43%; also: 0% is about no effect
Pf growth 48h: Primary qHTS for delayed death inhibitors of the malarial parasite plastid, 48 hour incubation; 5.9% of 310,000 active; P. falciparum luciferase growth in erythrocytes, 48 h; Potency, µM (doses to about 28.7 µM), for inactives: top-dose activity change, negative = inhibition, usual class: inhibitors; also: potency is read from the fitted curve at half-maximal effect; % is scaled to controls: 0 for no effect and ±100 for the full control effect
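In quantitative HTS format, infected erythrocytes bearing luciferase-reporter parasites were treated for a single generation at 37 C. Luminescence after adding detection reagent served as the growth measure.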
* marks the source's active call; other numbers are inactive results; ? = inconclusive; · = not tested or not shown; [ ] = dose if it differs, or a comment. Unless noted, calls follow the shape of the dose curve; as a rule, active = well fitted curve in the direction sought with a large enough effect; inconclusive = small, poorly fitted or top-dose-only effect, or another doubt; inactive = no such curve, though single readings can be large; an effect the other way counts as inactive or inconclusive. Rows were taken by chance; about 24% have a hit in one of these screens.

SMILES	Tb PYK inh	CHX counter	LmPK inh	Pf growth 96h	HCV inh	Shiga toxin inh	Pf growth 48h
Cc1ccc(C(=O)Nc2cccc(C(=O)NCc3ccco3)c2)cc1	1%	19*	-9%	-26%	?	35*	48%[activator]
O=C(CSc1cccc2cccnc12)N/N=C/c1ccc(F)cc1	-6%	3	-1%	11%	-10%	-5	-4%
Cc1nnc(N(CCC#N)CCC#N)s1	-6%	-2	4%	92%[activator]	24%	-11	3%
CN/S(=N/S(=O)(=O)c1ccccc1)c1ccc(C)cc1 (stereo unspecified)	1%	8	-3%	-7%	-1%	-18	-4%
COc1ccc2nc(-c3ccccc3)[nH]c2c1	-22%	57*	16µM*	12µM*	-25%	73*	53%[activator]
CCOC(=O)Cc1nnc(Nc2cc(C)ccc2C)c2ccccc12	-1%	-2	3%	-22%	-3%	6	-12%
CC(C)(C)N(Cc1ccccc1)C(=O)c1ccc(Cl)cc1[N+](=O)[O-]	9%	-2	-2%	40%[activator]	-9%	29	-12%[5.75 µM]
Cc1ccc(S(=O)(=O)N/N=C2\C(=O)C3(C)CCC2C3(C)C)cc1 (stereo unspecified)	-1%	-2	-2%	30%[activator]	7%	5	1%
CCCc1nc2c(C)cc(-c3nc4ccccc4n3C)cc2n1Cc1ccc(-c2ccccc2C(=O)O)cc1	-3%	-1	8%	1.5µM*	19%	21	3.8µM*
O=C(NC1CCCC1)c1ccc2c(c1)N(Cc1ccc(F)cc1)CCS2	0%	8	2%	?	?	-1	?
O=C(NC12CC3CC(CC(C3)C1)C2)N1CCN(C(=O)C2CCCO2)CC1 (stereo unspecified)	0%	11*	5%	0%[5.75 µM]	16%	-10	6%
COc1cc2c3nnc(-c4ccc(F)cc4)c-3cn(Cc3ccc(C)cc3)c2cc1OC	-1%	-1	1%	0.37µM*	6%	3	0.33µM*
COc1nc(Nc2cccc(C(F)(F)F)c2)nc(OC)n1	1%	13	-5%	?	-22%	69	?
Nc1nc(Nc2cccc3ccccc23)nc(C2CCCC2=O)n1 (stereo unspecified)	·	-3	9%	4%	·	26	4%
COc1cc([N+](=O)[O-])ccc1NC(=O)N1CCCCCC1	7%	12	-12%	-7%	?	0	?
CCN(CC(=O)NCc1cccs1)C(=O)C(c1ccccc1)c1ccccc1	1%	-3	7%	-12%	-27%	-14	-8%
Cc1nnc(N2C(=O)C(O)=C(C(=O)c3ccco3)C2c2cccc([N+](=O)[O-])c2)s1 (stereo unspecified)	2%	-1	-10%	?	·	-21	-5%
O=C(NCc1cccs1)C1CCCN1C(=O)Nc1ccc(Cl)cc1 (stereo unspecified)	·	-1	-1%	13%	·	-7	7%
O=C(O)c1ccc(Sc2ccccn2)c([N+](=O)[O-])c1	0%	-2	2%	?	2%	17	32%
O=C(Cc1cc(=O)[nH]c(=O)[nH]1)N1CCC(Cc2ccccc2)CC1	0%	-4	-1%	-9%	8%	-9	-6%
CCCCNC(=O)Oc1cc(CCl)on1	·	-2	-7%	?	·	17	?
CC1=C(C(=O)NC(C)c2ccccc2)C2(CCC(C)CC2)OC1=O (stereo unspecified)	-5%	1	4%	6%	-4%	14	11%
CCn1c(SCC(=O)NC2CC2)nnc1-c1ccccc1OC	1%	-2	4%	-15%	-3%	-5	19%
CCCn1c(=O)c2sccc2n2c(CCCC(=O)NCc3ccco3)nnc12	1%	-2	-1%	15µM*	6%	-4	?
O=C(COc1ccc(/C=N/NS(=O)(=O)c2ccccc2)cc1)NCc1ccccc1	0%	-4	4%	?	-7%	-12	?
NNC(=O)c1ccc(NS(=O)(=O)c2ccc(Br)cc2)cc1	·	2	4%	30%	·	28*	-17%
Cc1cc(Nc2n[nH]c(N)c2C#N)ccc1F	2%	7	-2%	21%	2%	18	30%[activator]
CSc1cccc(NC(=O)CSc2nnc(C)s2)c1	-5%	10	1%	23%	-25%	-12	1%
O=[N+]([O-])c1ccc2oc(-c3cccc(O)c3)nc2c1	-6%	47*	?	-8%	?	48*	28%
O=C(NCc1ccccc1)c1nc(-c2cccs2)no1	-4%	17	0%	?	-2%	38	-22%[5.75 µM]
O=C(CSC1=Nc2ccccc2C2=NC(CC(=O)N3CCN(c4ccccc4)CC3)C(=O)N12)NCC1CCCO1 (stereo unspecified)	4%	-1	8%	?	?	-5	?
O=C(CC1Nc2c3ccccc3nc(=S)n2C1=O)NC1CCCCC1 (stereo unspecified)	·	1	-2%	?	·	-23	?
O=C(CCc1nnc(CCCc2ccccc2)o1)N1CCCCCC1	2%	32*	-1%	-8%	1%	87*	-1%
O=C(COC(=O)c1ncc(Cl)c(Cl)c1Cl)Nc1cccnc1Cl	2%	·	·	8%	12%	·	-1%
O=P(O)(O)C(O)(Cc1cccnc1)P(=O)(O)O	8%	·	·	24%	·	·	-5%
Clc1ccccc1Sc1cnc2ccccc2n1	0%	22*	-5%	?	19%	23	·
O=C1CCCC2=C1C(c1ccc(O)c(O)c1)c1c(ccc3ncccc13)N2 (stereo unspecified)	18µM*	19	3%	-2%	9%	17	-9%
COc1ccc(-n2ncc3c(NCc4cccs4)ncnc32)cc1	-10%	38*	-2%	·	?	145*	99%[activator]
CN(CCc1ccccn1)C1CCCN(S(=O)(=O)c2ccccc2Cl)C1 (stereo unspecified)	3%	-4	1%	0%	1%	-7	?
Cc1cc(/C=C2\C(=O)NC(=O)N(c3ccc(Br)cc3)C2=O)c(C)n1C	0%	6	6%	0%	8%	-8	20%
CCN(Cc1cccs1)C(=O)CN1C(=O)NC2(CCCc3ccccc32)C1=O (stereo unspecified)	0%	·	·	-21%	20%	·	-30%
COc1ccc(C(=O)CC2OC(=O)c3c2ccc(OC)c3OC)cc1 (stereo unspecified)	-8%	5	-1%	·	3%	11	·
Cc1cccc(NC(=S)NNC(=S)NC2CCCCC2)c1C	-24%	16*	-5%	6%[5.75 µM]	-15%	44*	55%[activator]
Cc1ccc([C@@H]2[C@@H]3C(=O)N(c4ccccc4)C(=O)[C@@H]3[C@]3(C)C(=O)N(Cc4ccccn4)CC(=O)N23)o1	-1%	5	-1%	?	8%	7	43%[activator]
O=C(Cn1cc([N+](=O)[O-])ccc1=O)N1CCCc2ccccc21	-3%	·	·	34%[activator]	9%	·	11%
O=C(c1ccco1)N1N=C2CCCCCC2C1(O)C(F)(F)F (stereo unspecified)	4%	-6	1%	8%	24%	-4	35%[activator]
O=C(c1ccc(N2CCCC2)c([N+](=O)[O-])c1)N1CCN(S(=O)(=O)c2ccc(Cl)cc2)CC1	0%	·	·	?	-15%	·	?
Cn1cc(S(=O)(=O)NCc2ccc3c(c2)OCO3)c(C(F)(F)F)n1	-3%	-1	-6%	37%[activator]	2%	-4	-17%

7 entries from above, set out differently:
Values run as follows: Tb PYK inh | CHX counter | LmPK inh | Pf growth 96h | HCV inh | Shiga toxin inh | Pf growth 48h
O=C(c1ccc(N2CCCC2)c([N+](=O)[O-])c1)N1CCN(S(=O)(=O)c2ccc(Cl)cc2)CC1
 : 0% | · | · | ? | -15% | · | ?
COc1ccc(-n2ncc3c(NCc4cccs4)ncnc32)cc1
 : -10% | 38* | -2% | · | ? | 145* | 99%[activator]
Cn1cc(S(=O)(=O)NCc2ccc3c(c2)OCO3)c(C(F)(F)F)n1
 : -3% | -1 | -6% | 37%[activator] | 2% | -4 | -17%
Cc1ccc([C@@H]2[C@@H]3C(=O)N(c4ccccc4)C(=O)[C@@H]3[C@]3(C)C(=O)N(Cc4ccccn4)CC(=O)N23)o1
 : -1% | 5 | -1% | ? | 8% | 7 | 43%[activator]
CCN(Cc1cccs1)C(=O)CN1C(=O)NC2(CCCc3ccccc32)C1=O (stereo unspecified)
 : 0% | · | · | -21% | 20% | · | -30%
O=C1CCCC2=C1C(c1ccc(O)c(O)c1)c1c(ccc3ncccc13)N2 (stereo unspecified)
 : 18µM* | 19 | 3% | -2% | 9% | 17 | -9%
Cc1cccc(NC(=S)NNC(=S)NC2CCCCC2)c1C
 : -24% | 16* | -5% | 6%[5.75 µM] | -15% | 44* | 55%[activator]

(list continues)
SMILES	Tb PYK inh	CHX counter	LmPK inh	Pf growth 96h	HCV inh	Shiga toxin inh	Pf growth 48h
CC(C)Nc1nc(N(c2ccccc2)c2ccccc2)nc(-n2ccnc2)n1	0%	-3	0%	-2%	4%	-13	?
Cc1cc(NC(=O)c2cc([N+](=O)[O-])cc([N+](=O)[O-])c2C)no1	5%	-3	4%	?	1%	20	-2%
O=C(CSc1cc(Cl)ccc1Cl)NCC(=O)Nc1ccc(F)c(F)c1F	1%	2	1%	30%	0%	-5	5%
S=C(NNc1ccc2ccccc2c1)NC1CCCCC1	-1%	49*	0%	-4%	-13%	61*	-1%
Cn1cnnc1SCc1ccccc1[N+](=O)[O-]	2%	-3	-7%	15%	-2%	-11	7%
Cc1ccccc1CS(=O)(=O)CCC(=O)N1CCN(c2ccc(N3CCOCC3)nn2)CC1	0%	-3	2%	-2%	10%	-5	-26%
CCOc1ccc(-c2nn(-c3ccccc3)cc2/C=C2\SC(N)=NC2=O)cc1C	-9%	-4	5%	-18%	1%	-11	?
CC(=O)N=c1sc2ccccc2n1C	-1%	13	-1%	71%[activator]	13%	-2	12%
CCC(C(=O)Nc1ccccc1C(=O)N1CCOCC1)N1C(=O)c2ccccc2C1=O (stereo unspecified)	4%	3	-4%	?	13%	-4	·
S=c1[nH]nc(-c2cc(-c3ccco3)[nH]n2)n1-c1ccccc1	?	-6	13µM*	-4%	0%	-11	-1%
Cc1ccc[n+](CC2OCc3ccccc3CO2)c1	5%	-2	-2%	?	11%	-16	?
CCC(=O)OCCNc1cc(SCCC(=O)OC)c2nonc2c1[N+](=O)[O-]	43%[activator]	0	2%	?	9%	-5	?
Cc1ccc2c(COC(=O)c3cnc(C)cn3)cc(=O)oc2c1	·	-1	-1%	17%	·	3	25%
CCn1nc(C(=O)OCC(=O)c2c[nH]c3ccccc23)c2ccccc2c1=O	-2%	-1	4%	7.4µM*	-8%	-10	4.7µM*
CCOC(=O)Cn1cnc2c(cnn2-c2ccc(Cl)cc2)c1=O	5%	36*	3%	?	7%	36	?
Nc1cc(=O)[nH]c(SCCNS(=O)(=O)c2ccccc2)n1	-11%	1	3%	·	7%	4	-13%
O=C(NCCc1ccc(F)cc1)c1ccc(S(=O)(=O)N2CCCCC2)cc1	1%	·	·	?	-27%	·	?
CCCN(S(=O)(=O)c1ccc(OCC)cc1)S(=O)(=O)c1cccs1	0%	28*	4%	?	?	37*	10µM*
CN(CCc1cnn(C)c1)Cc1nc(Cc2ccccc2)no1	-1%	-4	-6%	?	-2%	2	11%
Oc1c(N=Nc2ccc(F)cc2)ccc2ccccc12	?	34*	-8%	11%	0%	·	122%[activator]
CCOC(=O)c1ccc(NC(=O)CC2SC3=NCCN3C2=O)cc1 (stereo unspecified)	0%	-3	3%	7%	11%	2	32%[activator]
O=C(CSc1nc2ccccc2[nH]1)NCCN1CCCCC1	3%	-3	-3%	·	-1%	-2	14%
Cc1sc2ncnc(N=Nc3c(O)[nH]c4ccccc34)c2c1C	6%	8	-2%	120%[activator]	-22%	30	?
